# FXN GAA850 act: increases GAA850 frataxin promoter reporter activity | 360,000 tested, 0.56% active | activation, % at 6 µM | HEK293 lucGAA850 FXN promoter luciferase reporter, 24 h; percent of 10 µM SAHA response;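 active means activation above the average of all compounds screened plus 3 SD, cutoff fixed separately per campaign, cut at about 7.5% in these data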;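 further: 0% = DMSO wells and 100% = 10 µM SAHA wells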
# hgDAF12 agonist: hgDAF-12 agonism, primary luciferase screen | HEK293 GAL4-hgDAF12 UAS-luciferase reporter, agonist luminescence; normalized to butyrate control | activation, % at 6.8 µM | 370,000 tested, 1.8% active | AID 687014;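 active means activation above a cutoff set at the mean of all screened compounds plus 3 SD, cut at about 10% in these data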;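 further: 0% = DMSO wells and 100% = sodium butyrate wells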
# NPR2 activator: GC-B (human) receptor activation | P20594 | HEK293-GC-B cells, CNP EC30, cGMP TR-FRET; 0% at EC30 CNP, 100% saturating CNP | activation, % at 10 µM | 370,000 tested, 0.11% active | AID 1920062;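 active means activation at 10 µM reaching about 35% in either raw or pattern-adjusted values, limit read from the data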
# DAX1 inh-1: inhibitors of human orphan nuclear receptor DAX1 (NR0B1). AID 504766. 340,000 tested, 0.99% active. inhibition, % at 6.75 µM. P51843. HEK293 Gal4-DAX1 luciferase reporter, luminescence;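 active means inhibition above the mean over all tested compounds plus 3 SD, cut at about 4.2% in these data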;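 further: 0% = DAX1-transfected cells with DMSO and 100% = empty-vector control cells with DMSO; inhibition shows as a rise in luminescence from relieved DAX1 repression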
# ssDAF-12 act: activators of S. stercoralis DAF-12 nuclear receptor; HEK293 ssDAF-12/GRIP1 lit1-tk-luc reporter, luminescence; % of 3 µM dafachronic acid response; activation, % at 6.8 µM; 370,000 tested, 1% active;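 active means activation above the mean over all tested compounds plus 3 SD, cut at about 0.9% in these data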;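 further: 0% = DMSO-only wells and 100% = 3 µM delta7-dafachronic acid wells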
# SMARCA2 act: increases SMARCA2 function in MMTV reporter cells | activation, % at 9.1 µM | MG213 cells, MMTV-luciferase reporter, dexamethasone, overnight | 370,000 tested, 1% active; in the data active means activation above about 7.8%;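 further: 0% = vehicle wells and 100% = reference activator wells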
# sPLA2-III inh: Blocks human group III sPLA2 activity; Q9NZ20; QFRET BODIPY PC-A2 liposome hydrolysis, fluorescence; inhibition, % at 12.2 µM; 370,000 tested, 0.56% active;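 active means inhibition above mean plus 3 SD of compounds lying within the high and low control bounds, cut at about 19% in these data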;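 further: 0% = median of test compound wells and 100% = no enzyme DMSO wells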
# GC-A act: GC-A (human) enzyme activation; P16066; HEK293 GC-A cells, cGMP TR-FRET, EC30 ANP; 0% at EC30 ANP, 100% saturating ANP; activation, % at 10 µM; 370,000 tested, 0.14% active; AID 1671463; in the data active means activation above about 40%
# Target sequence (P16066 whole entry, looked up): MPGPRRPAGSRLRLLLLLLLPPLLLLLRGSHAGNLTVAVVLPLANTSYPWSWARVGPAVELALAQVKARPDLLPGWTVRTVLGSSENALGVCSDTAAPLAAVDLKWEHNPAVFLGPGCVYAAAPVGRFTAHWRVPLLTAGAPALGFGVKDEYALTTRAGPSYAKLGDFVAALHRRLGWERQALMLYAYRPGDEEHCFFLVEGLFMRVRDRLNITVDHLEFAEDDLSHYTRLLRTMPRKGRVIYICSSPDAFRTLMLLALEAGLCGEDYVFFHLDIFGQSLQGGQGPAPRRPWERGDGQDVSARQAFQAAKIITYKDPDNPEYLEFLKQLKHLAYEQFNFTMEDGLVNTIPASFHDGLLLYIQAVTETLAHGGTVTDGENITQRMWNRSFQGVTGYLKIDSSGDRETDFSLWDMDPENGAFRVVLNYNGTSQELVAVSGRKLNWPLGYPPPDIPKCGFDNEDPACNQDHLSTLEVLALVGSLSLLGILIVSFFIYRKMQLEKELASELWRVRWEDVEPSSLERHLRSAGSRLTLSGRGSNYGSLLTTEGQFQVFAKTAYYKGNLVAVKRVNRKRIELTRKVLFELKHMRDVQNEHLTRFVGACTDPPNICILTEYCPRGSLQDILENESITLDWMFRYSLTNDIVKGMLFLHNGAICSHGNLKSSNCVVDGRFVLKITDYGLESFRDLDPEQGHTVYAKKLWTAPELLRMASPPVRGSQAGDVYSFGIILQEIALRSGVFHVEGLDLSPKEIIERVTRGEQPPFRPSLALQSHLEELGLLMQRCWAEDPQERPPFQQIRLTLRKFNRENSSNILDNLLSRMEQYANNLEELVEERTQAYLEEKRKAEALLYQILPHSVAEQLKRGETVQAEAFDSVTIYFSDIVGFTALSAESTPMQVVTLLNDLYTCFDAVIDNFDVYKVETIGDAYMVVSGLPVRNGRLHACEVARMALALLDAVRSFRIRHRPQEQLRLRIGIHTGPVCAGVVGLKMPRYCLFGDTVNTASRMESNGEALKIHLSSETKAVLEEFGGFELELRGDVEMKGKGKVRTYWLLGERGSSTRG
# ADAM10 inh: inhibitors of human ADAM10. O14672. recombinant ADAM10, EDANS/DABCYL FRET peptide cleavage, 3 h. inhibition, % at 7 µM. 370,000 tested, 0.62% active;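 active means inhibition above a per-campaign cutoff equal to the mean of compounds falling between control-based bounds plus 3 SD, cut at about 20% in these data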;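 further: 0% = DMSO wells while the 100% control is not disclosed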
# hcDAF-12 act: H. contortus DAF-12 activation, primary screen; 370,000 tested, 1.4% active; AID 652067; HEK293 hcDAF-12 lit1-tk-luc reporter, luminescence; 0% DMSO, 100% Δ7-dafachronic acid; activation, % at 6.8 µM;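 active means activation above the mean of all tested compounds plus 3 SD, cut at about 5.5% in these data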;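 further: 100% = response to 3 µM Δ7-dafachronic acid high control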
# DAX1 inh-2: blocks DAX1 repression of SF-1 activated StAR promoter; 370,000 tested, 1.1% active; HEK293T StAR-luciferase reporter, SF-1/DAX-1 repression relief; AID 652010; inhibition, % at 6.8 µM;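 active means inhibition above the mean over all tested compounds plus 3 SD, cut at about 3.6% in these data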;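 further: 0% = DAX-1 cells with DMSO and 100% = cells lacking DAX-1 with DMSO; higher inhibition means more luminescence from relief of DAX-1 repression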
# Active calls of the source: *.
SMILES,FXN GAA850 act,hgDAF12 agonist,NPR2 activator,DAX1 inh-1,ssDAF-12 act,SMARCA2 act,sPLA2-III inh,GC-A act,ADAM10 inh,hcDAF-12 act,DAX1 inh-2
Cc1cc(N2CCN(c3ccccn3)CC2)n2nc(C)nc2n1,1.2,-2.2,2.4,-1.0,-0.9,-0.2,2.1,-3.2,0.9,-1.8,0.5
COc1ccc(-c2ccc3ccccc3n2)cc1OC,6.5,16.6*,0.4,1.1,-0.1,6.0,-2.5,0.7,-230.3,1.1,5.3*
COc1ccc(S(=O)(=O)N2CCCCCC2)cc1NC(=O)CN1C(=O)NC(C)(c2ccc(C)cc2)C1=O (stereo unspecified),-1.0,0.3,2.3,2.3,-1.2,-1.8,-27.7,-4.3,11.7,-0.7,0.9
C=CCn1c(CNc2ccc(C)cc2)nnc1SCC(=O)N/N=C/c1ccc(O)cc1,-1.1,1.6,-1.8,-0.5,-0.9,-0.3,-12.5,-2.7,6.5,0.1,-0.3
COc1ccc(Cl)cc1NC(=S)NCc1ccccn1,-1.2,2.3,1.9,-0.3,-1.4,-3.8,5.3,-2.0,8.3,2.6,0.0
S=C(Cc1ccccc1)Nc1ccccc1,2.8,-1.1,1.4,-0.4,-1.3,-2.0,6.6,-1.8,5.8,0.0,-0.5

# Part of the list above in order of heavy-atom count, highest first:
SMILES,FXN GAA850 act,hgDAF12 agonist,NPR2 activator,DAX1 inh-1,ssDAF-12 act,SMARCA2 act,sPLA2-III inh,GC-A act,ADAM10 inh,hcDAF-12 act,DAX1 inh-2
COc1ccc(S(=O)(=O)N2CCCCCC2)cc1NC(=O)CN1C(=O)NC(C)(c2ccc(C)cc2)C1=O (stereo unspecified),-1.0,0.3,2.3,2.3,-1.2,-1.8,-27.7,-4.3,11.7,-0.7,0.9
C=CCn1c(CNc2ccc(C)cc2)nnc1SCC(=O)N/N=C/c1ccc(O)cc1,-1.1,1.6,-1.8,-0.5,-0.9,-0.3,-12.5,-2.7,6.5,0.1,-0.3
Cc1cc(N2CCN(c3ccccn3)CC2)n2nc(C)nc2n1,1.2,-2.2,2.4,-1.0,-0.9,-0.2,2.1,-3.2,0.9,-1.8,0.5
COc1ccc(Cl)cc1NC(=S)NCc1ccccn1,-1.2,2.3,1.9,-0.3,-1.4,-3.8,5.3,-2.0,8.3,2.6,0.0
S=C(Cc1ccccc1)Nc1ccccc1,2.8,-1.1,1.4,-0.4,-1.3,-2.0,6.6,-1.8,5.8,0.0,-0.5

# Exported with tabs: 2 of the compounds above
molecule	FXN GAA850 act	hgDAF12 agonist	NPR2 activator	DAX1 inh-1	ssDAF-12 act	SMARCA2 act	sPLA2-III inh	GC-A act	ADAM10 inh	hcDAF-12 act	DAX1 inh-2
S=C(Cc1ccccc1)Nc1ccccc1	2.8	-1.1	1.4	-0.4	-1.3	-2.0	6.6	-1.8	5.8	0.0	-0.5
C=CCn1c(CNc2ccc(C)cc2)nnc1SCC(=O)N/N=C/c1ccc(O)cc1	-1.1	1.6	-1.8	-0.5	-0.9	-0.3	-12.5	-2.7	6.5	0.1	-0.3

# Compound activity from PubChem BioAssay.

# An unsorted share of the library; any-hit rate near 6.6%.
